# Assay outcomes (PubChem BioAssay)
# mHTT CaM bind: mHTT-calmodulin interaction abrogation. AlphaScreen His-mHTT/GST-CaM binding, luminescence. inhibition, % at 15 µM. 190,000 compounds, 3.6% hits. AID 1671202;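 also: 0% = both proteins with DMSO and 100% = one protein alone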
# Pf apPOL inh: Pf-apPOL DNA polymerase inhibition | Recombinant Pf-apPOL, molecular beacon fluorescence, 1.5 h | inhibition, % at 10 µM | 210,000 compounds, 0.25% hits
# Starred values were filed as active, the others as inactive; / = not tested or not shown; & = joins results of further samples. Rule as the data show it: active = inhibition above about 50%; inactive = the rest.
canonical_smiles,mHTT CaM bind,Pf apPOL inh
COc1ccc(C(=O)N2CCC(c3nc4ccncc4n3C)C2)cc1 (stereo not drawn),6,4
O=C(NCCN1CCOCC1)c1cn2cc(Cl)ccc2n1,-4,-5
Cc1nc(C(=O)NCc2n[nH]c(=O)c3ccccc23)cs1,-6,11
C[C@]12CCC(=O)C=C1CC[C@@H]1[C@@H]2[C@@H](O)C[C@@]2(C)[C@H]1CC[C@]2(O)C(=O)CO,/,23
O=C(C=Cc1ccc2c(c1)OCO2)N1CCOC2(CCOCC2)C1,0,-10
Cc1csc2c(=O)nc3c(C#N)n[nH]n3c12,/,11
O=C(COc1ccccc1Cl)Nc1cc(F)ccc1F,-7,2
O=C(c1cccs1)N1CCN=C1N1CCN(c2cccc(Cl)c2)CC1,28,-4
Cc1ccc(-c2nnc(C)c(NCc3ccccn3)n2)cc1,4,-7
CCc1nnc(-c2cccn2CC(=O)NC2CCCCC2)o1,-4,4
Cc1ccc(-c2nc3ccccc3o2)cc1NC(=O)C(Cl)(Cl)Cl,-18,-7
COc1nccc(N2CCC(CC(=O)NCc3cccc(OC)c3OC)CC2)n1,0,-2
CN1CCN(CC#CCC2(O)c3ccccc3-c3ccccc32)CC1,3&3,2&-7
[N-]=[N+]=N[C@@H](CCN1CC[C@H](OCc2ccccc2)CCC1=O)c1ccccc1,51*,-3
CN(C)S(=O)(=O)c1ccc(C(=O)NCCn2nc(-c3cccs3)n(C)c2=O)cc1,-15,-7

# In a second layout: four of the compounds above
Cc1ccc(-c2nc3ccccc3o2)cc1NC(=O)C(Cl)(Cl)Cl
- mHTT CaM bind: -18
- Pf apPOL inh: -7

COc1nccc(N2CCC(CC(=O)NCc3cccc(OC)c3OC)CC2)n1
- mHTT CaM bind: 0
- Pf apPOL inh: -2

CN1CCN(CC#CCC2(O)c3ccccc3-c3ccccc32)CC1
- mHTT CaM bind: 3&3
- Pf apPOL inh: 2&-7

[N-]=[N+]=N[C@@H](CCN1CC[C@H](OCc2ccccc2)CCC1=O)c1ccccc1
- mHTT CaM bind: 51*
- Pf apPOL inh: -3

# Next section.
canonical_smiles,mHTT CaM bind,Pf apPOL inh
O=Cc1cn(-c2ccccc2)nc1-c1ccncc1,4,6
COc1ccc(-c2ccc(C)cc2)cc1[C@H]1[C@@H]2C=CCC[C@@]2(C)C(=O)N1Cc1ccccc1,39,-9
COc1ccc(N2C(=O)NC(=O)/C(=C\c3cc(Br)c(N4CCOCC4)o3)C2=O)cc1,3,-2
CCS(=O)(=O)N1CCC(n2c(-c3ccc(OC)cc3)nc3cccnc32)C1 (stereo not drawn),23,-2
CCc1cccc(NCc2nnc3n2CCCCC3)c1,25,-5
CCC(=O)N1CCc2cc(N3CC(C(=O)Nc4ccc(C(C)=O)cc4)CC3=O)ccc21 (stereo not drawn),2,-7
COc1ccc(C=C2Oc3c(ccc(O)c3CN3CCCCC3C)C2=O)c(OC)c1 (stereo not drawn),30,-9
O=C1C(c2ccccn2)=C(O)c2ccccc21,4&18,1&4
COc1cccc(C2C=C(c3ccc(Br)cc3)Nc3nnnn32)c1OC(F)F (stereo not drawn),4,-9
O=C(Cc1ccccc1F)N1CCC(CCOc2ccccc2)CC1,-13,10
O=C(NCc1ccc(Cl)cc1)C(=O)NCc1ccco1,-4,-6
Cn1c(=O)c2cn(-c3ccc(Br)cc3)cc2n(C)c1=O,-3,-6
O=C1c2ccccc2-c2nc3ncnn3c(-c3ccc(Cl)cc3)c21,-1,-3
COc1ccc(C2CCCN2C(=O)NCC(C)C)cc1 (stereo not drawn),-4,-3
COCCNC(=O)c1ccc2nc(-c3ccco3)c(-c3ccco3)nc2c1,59*,2
Cc1nc2cccnc2n1C1CCN(C(=O)NCc2ccccc2)C1 (stereo not drawn),5,-2
Cc1ccc(-n2[nH]c(C)c(C=Nc3ccccn3)c2=O)cc1,1,-4
Cc1ccc(C(=O)N2CC3CC(NC(=O)c4cccs4)C2C3)cc1F (stereo not drawn),7,-5
CC12CCC(C1)C(C)(C)C2OCC(O)CN1CCN(c2ccccc2F)CC1 (stereo not drawn),29,0
Cc1ccnc(N2CCC(C(=O)N3CCC4(CC3)OCCO4)CC2)n1,-3,-1
COc1ccc(C(=S)N2CCN(C(=S)c3cc(OC)c(OC)c(OC)c3)CC2)cc1,0,-7
O=C(c1ccc(F)cc1)N1CCCN(Cc2noc(-c3ccccc3)n2)CC1,1,1
O=C(Cc1ccsc1)N1CCc2c(nc3cc(-c4ccccc4Cl)[nH]n3c2=O)C1,24,-2
CCCC(=O)N1CC(c2nc(-c3ccc(F)cc3)no2)C2(CCOCC2)C1 (stereo not drawn),-3,-2
Cc1ccnc(N2CCCC(C(=O)N3CCN(C)CC3)C2)n1 (stereo not drawn),-8,-3
N#CC1=C(S)NC(=O)C(C#N)C12CCCCC2 (stereo not drawn),9,/
COc1ccc(N2CCN(c3nc(C(=O)N4CCC(C)CC4)cs3)CC2)cc1,40,-8
CCN1C(=O)/C(=C\c2nc3ccccc3c(=O)n2CC)c2ccccc21,100*,-8
O=C(NCCCNc1c(Cl)cccc1[N+](=O)[O-])c1ccc(F)cc1,10,3
COCCNC(=O)C1CCN(S(=O)(=O)c2ccc(OC)cc2)CC1,0,-2
Cc1oc(C2CCN(C(=O)Cc3ccccc3Cl)CC2)nc1C(=O)N1CCCCC1,14,3
N#CC1=C(N)Oc2n[nH]c(-c3ccc(Cl)cc3)c2C1c1cccnc1 (stereo not drawn),17,-1
O=[N+]([O-])c1ccccc1S(=O)(=O)Nc1ccc(S(=O)(=O)N2CCc3ccccc32)cc1,32,2
COc1ccc(-c2ccc(/C=c3\sc4nc5ccccc5n4c3=O)o2)c([N+](=O)[O-])c1,19,-30
Clc1ccc(-c2nc3ncccn3c2NC2CCCC2)cc1,37,-6
CC(C)(C)OC(=O)N1CCCC(C(=O)Nc2cccc(C(=O)NCCc3ccccc3)c2)C1 (stereo not drawn),-1,-6
Cc1ccc(S(=O)(=O)Nc2cccc([N+](=O)[O-])c2)cc1,0,-1
O=C(NCCc1ccccc1)C1CCCN(C(=O)c2cccc(Cl)c2)C1 (stereo not drawn),30,1
CCC(Sc1nc(C)cc(-c2ccccc2)n1)C(=O)Nc1ccccc1C#N (stereo not drawn),-6,0
Cc1ccc2c(c1)C(=O)c1cnc(/C=C/c3ccccc3)cc1-2,14,-7
CCOC(=O)c1cc(C)nn1C1CCN(C(=O)c2ccc(Cl)cc2)CC1,-9,-2
CCc1nnc(-c2ccc(NC(=O)C3CCCC3)cc2)o1,-12,-6
COc1ccc(C2C(C(=O)Nc3ccccc3OC)C(C)Nc3ncnn32)c(OC)c1 (stereo not drawn),-6,0
CN(C)c1ccc(CNC(=O)c2cc3c(=O)n(C)ccc3n2C)cc1,5,-3
COc1cccc(C2Nc3ccccc3NC3=C2C(=O)CC(c2ccc(OC)c(OC)c2)C3)c1 (stereo not drawn),16,8
Cc1ccc(Nc2nc(-c3ccc(F)cc3)cs2)cc1Cl,64*,4
N#Cc1cc2cc3c4c(c2oc1=O)CCCN4CCC3,-3,-4
COc1ccc(C2C3=C(CCCC3=O)Nc3ncnn32)c(OC)c1OC (stereo not drawn),-5,-7
O=C(Nc1ccccc1)N1CCCC1c1ccccc1Cl (stereo not drawn),-7,-1
COc1ccc(S(=O)(=O)n2c(SCC(=O)NCc3cccs3)nc3ccccc32)cc1,2,-4
CCC1CN(C(=O)NCCC(C)C)c2cc(C)ccc2O1 (stereo not drawn),-5,1
O=C1NC2=C(C(=O)N(Cc3cccs3)C2)C(c2ccccc2C(F)(F)F)N1 (stereo not drawn),-1,-6
OC1CCCN(c2ncccn2)C1 (stereo not drawn),0,4
N#Cc1c(N)nc2c(c1-c1ccc([N+](=O)[O-])cc1)CCCC2,25,1
CC(C)N1CCN(C(=O)c2sc3ncccc3c2-n2cccc2)CC1,2,1
CC(C)CC(=O)NC1CCN(c2ccccc2C(=O)N2CCOCC2)CC1,12,-3
Cc1ccc(N2C(=O)SC(Br)C2=O)cc1 (stereo not drawn),-1,-12
O=C1OC(c2ccc(Br)cc2)=N/C1=C\c1ccccc1I,-6,7
N=c1ncn(Cc2ccccc2)c2nc(SCCOc3ccc(Cl)cc3)[nH]c12,6,4
O=C(NC1CCCC1)C1CCN(c2ncc(-c3ccccc3)cn2)CC1,2,11

# Continued.
# Values run as follows: mHTT CaM bind	Pf apPOL inh
CCNC(=O)C1=CCN(C(=O)c2ccccc2C)CC1
  4	-1
O=C(CN(c1cc(Cl)cc(Cl)c1)S(=O)(=O)c1ccccc1)NC1CC1
  -1	-7
O=C(CCc1ccc(O)cc1)NN=Cc1coc2ccccc2c1=O
  /	5
Cc1cccc(C)c1N(CC(=O)Nc1ccc(Br)cc1)S(C)(=O)=O
  -6	-4
CCCCN(CC)CCNC(=O)CCCN1C(=O)CCn2nc(C)cc21
  -3	-2
CCc1nnc(NC(=O)c2cc(Cl)ccc2Cl)s1
  -3	-2
O=c1c(C(F)(F)F)cccn1CCc1nc(-c2ccc(Cl)cc2)cs1
  /	-14
Oc1cccc2ccc[n+](CC(O)Cn3c4ccccc4c4ccccc43)c12 (stereo not drawn)
  33	6
CCOC(=O)C1=C(C)NC(C(=O)OCC)CS1 (stereo not drawn)
  /	-6
Cc1ccc(-c2csc(/C(C#N)=C/c3ccsc3)n2)cc1
  -43	-5
NC(=O)C1(N2CCCCC2)CCN(C(=O)c2ccc(Cn3nnc4ccccc4c3=O)cc2)CC1
  20	-8
O=C(NCCS(=O)(=O)c1ccc(C(F)(F)F)cn1)c1ccc(Cl)cc1
  /	-12
CCNc1cc(N2CCCC(CCC(=O)N3CCN(c4ccc(F)cc4)CC3)C2)ncn1 (stereo not drawn)
  28	-8
CCC(=O)Nc1cccc(-c2noc(C3CCN(C(=O)C4CC4)CC3)n2)c1
  3	-4
O=C(Nc1nc(CCC(=O)N2CCN(c3ccccn3)CC2)cs1)c1ccco1
  -4	3
CC(=O)Nc1cccc(Oc2ccc(C)c(C)c2)c1
  3	-11
CC(C)n1c(C(O)c2ccc(OCc3ccccc3)cc2)nc2ccccc21 (stereo not drawn)
  81*	10
CC1CCCC(C)N1CCNC(=O)C1CCN(S(=O)(=O)N2CCCC2)CC1 (stereo not drawn)
  -8	-12
O=C(c1ccc(C(F)(F)F)s1)N1CC2CC1CC2NS(=O)(=O)c1cccnc1 (stereo not drawn)
  5	-4
O=C(OCc1ccc2c(c1)OCO2)c1ccc(S(=O)(=O)N2CCCCC2)cc1
  -14	2
Cc1onc(-c2ccccc2Cl)c1C(=O)NCCCCc1ccccc1
  -8	-1
CN(C(=O)c1ccco1)c1ccccc1
  -7	-1
Cc1ccc(OCCCn2cnc3ccccc3c2=O)c(Br)c1
  2	0
CCNC(=O)Cc1nnc(-c2ccc(C)cc2)o1
  -6	-2
CC1=CC(C)C2(COC(=O)Nc3ccccc3)COC(C)C1C2C (stereo not drawn)
  -6	-2
Cc1ccc(Oc2ccc(C#N)cc2[N+](=O)[O-])c(-n2nc3ccccc3n2)c1
  -4	-11
CCN(C(=O)CN1C(=O)C2CCCCC2C1=O)c1nnc(-c2ccc(Cl)cc2)s1 (stereo not drawn)
  -1	-1
Cc1nc(Cl)c(C(=O)N2CCOCC2)c(C)c1Cl
  -3	-3
CCOC(=O)c1ccc(NC(=O)Cn2cc3c(n2)CCCC3)cc1
  -9	0
O=C(CN1C(=O)NC2(CCCCC2)C1=O)NC1CCCCC1
  -6	-2

# An excerpt from above in order of molecular weight, largest number first:
# Values run as follows: mHTT CaM bind	Pf apPOL inh
Cc1ccc(Oc2ccc(C#N)cc2[N+](=O)[O-])c(-n2nc3ccccc3n2)c1
  -4	-11
Cc1onc(-c2ccccc2Cl)c1C(=O)NCCCCc1ccccc1
  -8	-1
O=C(CN1C(=O)NC2(CCCCC2)C1=O)NC1CCCCC1
  -6	-2

# New compounds follow:
# Values run as follows: mHTT CaM bind	Pf apPOL inh
COc1ccc(C(=O)Nc2cccc(C)c2C)cc1Br
  -4	-14
C=CCc1ccc(OCc2ccc(C(=O)O)o2)c(OC)c1
  13	-4
Cn1cc(CCNC(=O)C2CCCCC2)c2cccnc21
  -8	-1
COc1ccc(N(N)Cc2ccccc2)cc1
  36	8
O=C(CCN1C(=O)c2ccccc2C1=O)Nc1cccc(I)c1
  -4	-6
CCOc1ccccc1C=C1Oc2cc(OCC(=O)OC(C)C)ccc2C1=O
  -12	1
O=C(NC1CCCCC1)c1nc(-c2ccc(N3CCCCC3)cc2)no1
  -8	-2
C#CCSc1nc2c(c(=O)[nH]1)C1(CCCC1)Cc1ccccc1-2
  -9&-5	1&4
CCC(=O)N1CCN(c2nc3c(s2)CC(C(=O)N2CCN(CC(C)C)CC2)CC3)CC1 (stereo not drawn)
  9	0
Cc1c(-c2noc(-c3ccccc3F)n2)nnn1Cc1ccccc1
  1	2

# Taken from above:
# Reading of Cc1c(-c2noc(-c3ccccc3F)n2)nnn1Cc1ccccc1 in Pf apPOL inh: 2
# Reading of CCOc1ccccc1C=C1Oc2cc(OCC(=O)OC(C)C)ccc2C1=O in mHTT CaM bind: -12

# Additional compounds:
# Values run as follows: mHTT CaM bind	Pf apPOL inh
COc1cccc(N(CC(=O)N2CCOCC2)S(C)(=O)=O)c1
  0	-2
Cc1nc(SCc2nc3ccccc3[nH]2)[nH]c(=O)c1C
  0	6
Cc1ccc(NC(=O)N2CCOc3ccc(Cl)cc32)cc1
  -11	1
COc1ccc(C(=O)N2CC(=O)Nc3ccc(C)cc3C2c2ccc(F)cc2)c(OC)c1 (stereo not drawn)
  24	-2
Cc1c(NS(=O)(=O)c2cc(Cl)ccc2Cl)cccc1[N+](=O)[O-]
  5	-3
CC1=C(C(=O)Nc2cccc(C(F)(F)F)c2)C(c2ccccn2)C2=C(CC(C)(C)CC2=O)N1 (stereo not drawn)
  -2	-9
Cn1nc(-c2nnc(-c3ccccc3F)o2)c2c1CCN(C(=O)c1cccs1)C2
  11	-6
Cc1cc2c(=O)n(CC(=O)Nc3ccc(F)c(F)c3)ccc2s1
  -4	-4
